SENP6 block – SENP6 protease inhibitors, primary screen, biochemical, luminescence, uHTS; Sentrin-specific protease 6 (Homo sapiens), Q9GZR1; Recombinant SENP6 catalytic domain, aminoluciferin luminescence; inhibition, % at 10 µM; 330,000 tested, 1.8% active; AID 2599, 2010;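 active = inhibition above about 50% at the single tested dose, limit read from the data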;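 note: plate controls were DMSO wells with enzyme for no effect and DMSO wells lacking enzyme for full effect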
Target sequence (Q9GZR1 628-1112 limits assumed): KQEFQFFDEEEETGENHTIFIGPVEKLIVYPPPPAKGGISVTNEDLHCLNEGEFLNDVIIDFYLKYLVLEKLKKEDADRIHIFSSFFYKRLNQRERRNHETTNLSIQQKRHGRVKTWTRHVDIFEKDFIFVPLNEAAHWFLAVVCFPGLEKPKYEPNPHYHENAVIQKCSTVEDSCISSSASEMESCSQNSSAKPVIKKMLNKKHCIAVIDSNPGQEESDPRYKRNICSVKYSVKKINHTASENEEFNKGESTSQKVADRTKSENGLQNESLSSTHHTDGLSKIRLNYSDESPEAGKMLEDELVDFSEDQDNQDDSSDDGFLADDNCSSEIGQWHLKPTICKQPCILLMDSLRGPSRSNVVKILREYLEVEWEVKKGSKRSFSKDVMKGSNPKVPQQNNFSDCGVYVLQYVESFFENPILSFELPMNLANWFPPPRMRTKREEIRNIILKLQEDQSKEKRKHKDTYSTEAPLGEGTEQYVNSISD
ATG4B inhibitor – ATG4B protease inhibitors, primary screen, biochemical, fluorescence, uHTS | Cysteine protease ATG4B (Homo sapiens), Q9Y4P1 | ATG4B cleavage of LC3-PLA2, NBD-HPC fluorescence, 1 h | inhibition, % at 8.33 µM | 340,000 tested, 0.51% active | AID 504462, 2011; in the data active = inhibition above about 40%
PfGluPho inh – PfG6PD enzyme inhibitors, primary screen, biochemical, fluorescence intensity, uHTS; glucose-6-phosphate dehydrogenase-6-phosphogluconolactonase (Plasmodium falciparum 3D7); PfGluPho enzyme, NADPH resazurin-diaphorase fluorescence; inhibition, % at 20 µM; 350,000 tested, 0.78% active; AID 504690, 2011;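 active = inhibition reaching at least a set limit at 20 µM in the primary screen, cut at about 59% in these data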;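 note: 0% = DMSO wells with substrate and 100% = DMSO wells lacking glucose-6-phosphate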
hIAP activ – human IAP activators, primary screen, biochemical, luminescence, uHTS; Intestinal-type alkaline phosphatase (Homo sapiens), P09923; purified human IAP, CDP-Star luminescence, 30 min; active compounds read high; 1 = vehicle-only enzyme, 0 = enzyme-free background; activation factor at 10 µM; 330,000 tested, 0.16% active; AID 2524, 2010;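 active = activation factor of the enzyme at least 2-fold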; note: the source names both 10 and 20 µM as test concentration; values of inactives mirror those of a sister screen read the other way
NR3A LBD binder – binders of NR3A ligand-binding domain, primary screen, biophysical, differential scanning fluorimetry, uHTS; NR3A LBD differential scanning fluorimetry, Tm shift; 0% = protein alone, 100% = glycine-bound protein; Tm shift relative to glycine control, % at 25 µM; 340,000 tested, 2.5% active; AID 1259313, 2017;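 active = melting temperature shift of at least 10% of the positive control shift, at one fixed dose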
SENP1 FRET inh – human SENP1 catalytic domain inhibitors, primary screen, biochemical, FRET, uHTS; Sentrin-specific protease 1 (Homo sapiens), Q9P0U3; recombinant SENP1 catalytic domain, CyPet-SUMO1-YPet FRET cleavage; inhibition, % at 10 µM; 360,000 tested, 0.21% active;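 active = inhibition at least 30% at 10 µM, raw YFP signal under a set limit, fluorescence ratio 0.5 to 1.5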;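 note: 0% = enzyme with DMSO and 100% = no enzyme wells; some results filed as inactive read as strong as hits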
Target sequence (Q9P0U3 419-644 limits assumed): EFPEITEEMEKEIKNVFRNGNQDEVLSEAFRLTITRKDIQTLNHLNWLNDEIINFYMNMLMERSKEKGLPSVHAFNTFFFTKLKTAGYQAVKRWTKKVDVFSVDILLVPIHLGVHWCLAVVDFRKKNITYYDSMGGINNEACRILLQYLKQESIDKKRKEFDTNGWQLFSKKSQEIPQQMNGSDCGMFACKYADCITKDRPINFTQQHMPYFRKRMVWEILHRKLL
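Test system: human SENP1 catalytic domain; medium: Tris pH 8 buffer plus EDTA, NaCl, BME, BSA, NP40, catalase; incubation: 50 min reaction at room temperature; technique: FRET, CFP and YFP emission; controls: no-enzyme low control and enzyme-plus-DMSO high control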
MPTP block – mitochondrial permeability transition pore inhibitors, primary screen, biochemical, isolated mouse mitochondria, absorbance; AID 602449, 2012; 360,000 tested, 1.4% active; inhibition, % at 10 µM; Ca2+ swelling absorbance, 30 min;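 active = inhibition of 50% or more, scaled per plate between neutral and stimulator controls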;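 note: 0% = DMSO wells given calcium and 100% = 1 mM EGTA wells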
SENP8 inh – human SENP8 protease inhibitors, primary screen, biochemical, fluorescence, Nedd8 protein substrate, uHTS | Sentrin-specific protease 8 (Homo sapiens), Q96LD8 | recombinant SENP8 | inhibition, % at 20 µM | 360,000 tested, 0.64% active | AID 602440, 2012; in the data active = inhibition mostly above about 40%, no sharp cut-off; inactive = mostly below about 27%
Target sequence (Q96LD8 whole entry, looked up): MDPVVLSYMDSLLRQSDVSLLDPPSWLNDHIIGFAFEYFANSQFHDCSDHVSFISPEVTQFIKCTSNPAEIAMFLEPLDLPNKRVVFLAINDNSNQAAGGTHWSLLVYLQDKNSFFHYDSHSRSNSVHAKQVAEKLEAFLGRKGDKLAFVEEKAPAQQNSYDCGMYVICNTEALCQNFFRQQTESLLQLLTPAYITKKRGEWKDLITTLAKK
Numbers without * were called inactive; i = inactive; x = not tested or not shown.

Start of the listing, in advance (2 entries):
SMILES	SENP6 block	ATG4B inhibitor	PfGluPho inh	hIAP activ	NR3A LBD binder	SENP1 FRET inh	MPTP block	SENP8 inh
CSc1ncc(/C=C2/C(=O)NC(=O)N(c3ccc(C)cc3)C2=O)cn1	3	7	-11	1	1	-1	-0.4	5
COc1ccc(N/N=C/c2c(O)n(-c3cccc(C)c3)c(=O)[nH]c2=O)cc1	-7	0	-7	0.9	2	7	0.2	1

All compounds of this part, from the start:
SMILES	SENP6 block	ATG4B inhibitor	PfGluPho inh	hIAP activ	NR3A LBD binder	SENP1 FRET inh	MPTP block	SENP8 inh
CSc1ncc(/C=C2/C(=O)NC(=O)N(c3ccc(C)cc3)C2=O)cn1	3	7	-11	1	1	-1	-0.4	5
COc1ccc(N/N=C/c2c(O)n(-c3cccc(C)c3)c(=O)[nH]c2=O)cc1	-7	0	-7	0.9	2	7	0.2	1
COC(=O)C1=CCCN(C)C1	-1	7	-37	1	-1	-1	-3.2	1
Nc1cc(C(=O)Nc2ccc(Cl)cc2)ccc1N1CC2CC(C1)c1cccc(=O)n1C2 (configuration not stated)	-2	1	27	1.3	-2	-1	-0.8	-187
O=C(Cn1cnc2ccccc2c1=O)NCCC(=O)N1CCC2(CC1)OCCO2	-15	-11	-7	0.97	-1	1	1.0	24
COC(=O)C1=C(c2ccc(OC(F)(F)F)cc2)C[C@@H]2CC[C@H]1N2C(=O)NCc1ccc(F)cc1	-2	9	12	0.95	-9	4	0.1	17
CN1Cc2cnnn2-c2ccccc2C1c1ccccc1 (configuration not stated)	x	2	-4	x	-3	1	1.3	7
O=c1[nH]c(N2CCN(Cc3ccc4c(c3)OCO4)CC2)nc2c1CCC2	-10	-3	4	1.2	3	1	-0.1	14
Cc1cccc(N2C(=O)NC(=O)/C(=C\c3cnn(-c4ccccc4)c3)C2=O)c1	-15	8	44	0.94	-11	-19	5.6	-11
CN1CCN(c2ccc([N+](=O)[O-])c(SCCO)c2)CC1	4	0	4	0.94	-1	0	2.3	8
N=Cc1c(O)n(-c2ccc(C34CC5CC(CC(C5)C3)C4)cc2)c(=O)[nH]c1=O	-15	-1	5	1	-9	-14	-1.3	5
C=C1C(O)(c2ccccc2)C2CC[N+]1(C)CC2 (configuration not stated)	-21	-5	8	1	1	2	-0.5	18
CCCCCCn1c(=O)c(C(=O)Nc2cnccn2)c(O)c2ccccc21	-8	-3	0	0.97	-10	1	14	-112
c1ccc2c3c(ccc2c1)OCC1CONC31 (configuration not stated)	-9	-3	15	0.88	1	x	x	x
CCN1C[C@]2(C)CC[C@H](OC)[C@]34C2[C@H](OC(C)=O)[C@@]2(OCO[C@@]25C[C@H](OC)[C@H]2C[C@]3(O)C5[C@H]2OC)[C@@H]14	15	-1	-8	0.98	2	1	0.4	13
Cc1cc(Cl)ccc1OC(C)C(=O)O (configuration not stated)	-5	3	2	0.94	0	0	-1.5	10
Cc1c(CC(=O)N2C[C@H]3C[C@@H](C2)c2cccc(=O)n2C3)c(=O)oc2c(C)c(O)ccc12	-10	9	25	1	1	-21	-1.6	-198
CN1C(=O)C(C2CCCCC2)C(=O)N(C)C1=O	x	-4	8	x	2	-1	-2.1	4
O=c1c2ccccc2nc(/C=C/c2ccccc2O)n1-c1ccccc1O	3	x	x	1.1	x	49*	2.6	-147
C[N+](C)(C)CC#CCN1CCCC1=O	-12	-1	3	0.96	-1	-1	-3.3	-3
CCOc1cc2[nH]c(=S)n(CCCC(=O)N3CCC4(CC3)OCCO4)c(=O)c2cc1OCC	36	-7	12	0.95	0	-1	-1.4	9
CC1(C)CC(=O)c2cc(OCC(=O)N3CCN(Cc4ccccc4)CC3)ccc2O1	-9	3	-6	1.1	0	-2	0.6	-297
Cc1cccc(-n2c(C)nc3cc(C(=O)N4CCC5(CC4)OCCO5)ccc32)c1	x	3	-6	x	-2	-1	0.8	15
CCN(CC)c1ccc(N=Cc2c(O)n(-c3ccc(OC)cc3)c(=O)[nH]c2=O)cc1	-6	-7	26	1.1	1	-19	0.6	-3
CCN(CC)P(=O)(NC(=O)c1cccn1C)N(CC)CC	-14	5	-5	1	0	0	0.1	-6
COc1ccc2c(c1)c(C(=O)CN1CCN(C)CC1)c(C)n2Cc1ccccc1	-12	-9	-2	1.1	-1	4	0.6	5
CC(c1ccccc1)[n+]1ccccc1 (configuration not stated)	-7	-6	8	0.95	1	0	-3.5	12
CCOc1ccc(N=Cc2c(O)n(C(C)(C)C)c(=O)[nH]c2=O)cc1	0	11	-9	0.92	5	0	9.7	-128
Cc1c(N=Nc2c(O)n(Cc3ccccc3)c(=O)[nH]c2=O)c(=O)n(-c2ccccc2)n1C	-10	-2	-15	1.2	15*	21	-3.3	21
c1ccc(CNc2c3c(nc4ccccc24)CCC3)cc1	-19	-8	13	0.91	0	-14	50	-388
C[C@H]1CN([C@@H](C)CO)C(=O)CCCn2nncc2CO[C@@H]1CN(C)C(=O)Oc1ccccc1	x	x	-7	x	x	-1	-0.9	-21
COC(=O)c1ccc(CN2CCSC2=N)cc1	2	-4	2	0.82	-1	0	-2.0	2
Cc1cc(Cl)ccc1OCC(=O)N1CCN(C)CC1	-4	-4	-22	1	1	1	0.4	9
O=C1N[C@H](Cc2ccccc2)C(=O)N2[C@@H]3[C@H](C[C@@H]12)c1ccccc1N3OOSc1ccccc1	-12	-2	-5	1.1	-1	-3	3.8	-5
CCNc1nc(Cl)nc(NC(C)C)n1	8	-3	22	1	-5	0	1.3	11
CCC(=NCc1cccnc1)c1c(O)n(-c2ccc(Cl)cc2)c(=O)[nH]c1=O	-20	-3	3	1.1	0	1	1.6	11
COc1ccc(NC(c2ccccc2F)P(=O)(Oc2ccccc2)Oc2ccccc2)cc1 (configuration not stated)	17	-5	24	0.97	1	1	2.2	3
COc1ccc2nc3oc(C(=O)N4CCC5(CC4)OCCO5)cc3cc2c1	-14	0	5	0.99	1	-5	0.5	-409
Cc1ccc(CN2CCCC(C(=O)c3sccc3C)C2)o1 (configuration not stated)	-14	4	-8	0.85	0	-2	1.1	9
COc1ccc(OC)c2c1CCC1NCCOC21 (configuration not stated)	0	6	-1	1.1	0	-4	-3.1	6

Three compounds already listed, sorted by count of non-hydrogen atoms, smallest number first.
SMILES	SENP6 block	ATG4B inhibitor	PfGluPho inh	hIAP activ	NR3A LBD binder	SENP1 FRET inh	MPTP block	SENP8 inh
Cc1cc(Cl)ccc1OCC(=O)N1CCN(C)CC1	-4	-4	-22	1	1	1	0.4	9
COc1ccc2nc3oc(C(=O)N4CCC5(CC4)OCCO5)cc3cc2c1	-14	0	5	0.99	1	-5	0.5	-409
COc1ccc(NC(c2ccccc2F)P(=O)(Oc2ccccc2)Oc2ccccc2)cc1 (configuration not stated)	17	-5	24	0.97	1	1	2.2	3

Other results follow.
SMILES	SENP6 block	ATG4B inhibitor	PfGluPho inh	hIAP activ	NR3A LBD binder	SENP1 FRET inh	MPTP block	SENP8 inh
COc1cc2c(cc1OC)C13CCN4CC5=CCOC6CC(=O)N2C1C6C5C3C4 (configuration not stated) (tested in a mixture with another compound)	x	3	-10	x	1	0	-1.6	8
CC12CCC3C(CC=C4CC(O)CCC43C)C1C/C(=C\c1ccccc1F)C2=O (configuration not stated)	0	-10	-10	0.81	5	1	-0.1	12
Cc1ccc(C(=O)n2cc(CCN3CCS(=O)(=O)CC3)c3ccccc32)cc1	1	-2	-2	0.93	-1	2	2.6	6
O=C(Nc1ccccc1)Oc1ccccc1	-12	0	-28	1.1	1	0	-0.5	8
Cc1onc(-c2ccccc2)c1C(=O)N1CCC2(CC1)OCCO2	11	1	-1	0.92	-1	0	-0.8	11
O=c1[nH]c(O)c(N=Nc2cccc(S(=O)(=O)N3CCOCC3)c2)c(=O)[nH]1	8	-6	-3	0.98	-1	-1	-0.6	7
COC1=C[C@@H]2C3=C([C@@H]2C1=O)[C@@H](NC(C)=O)CCc1cc(OC)c(OC)c(OC)c13	7	3	6	1.1	-1	0	1.7	2
CC(C)(C)OC(=O)c1c(N)n(Cc2ccco2)c2nc3ccccc3nc12	1	-8	34	0.89	-4	-24	0.6	i
CC(Cc1ccccc1)[n+]1cc(/N=C(\[O-])Nc2ccccc2)on1 (configuration not stated)	-3	-6	0	1.1	1	0	0.3	18
Cc1[nH]c2ccc(OCc3ccccc3)cc2c1CCN	5	1	15	0.91	2	-7	1.8	13
CC12CCC(=O)C=C1CC(O)C1C2CCC2(C)C1CCC2(C)O (configuration not stated)	x	-6	-3	x	1	2	-1.0	-1
O=C(N/N=C/c1c(O)n(Cc2ccco2)c(=O)[nH]c1=O)c1ccccc1O	3	4	-17	1.5	-2	-20	-2.0	-229
CC1CCC(N(C)C2CCN(C)CC2)CC1 (configuration not stated)	-12	2	-18	0.82	-1	2	2.2	10
COc1cc2c(cc1OC)C(C(=O)NC(C)C)C1CCCCN1C2=O (configuration not stated)	15	-2	-4	1	-1	2	1.6	30
CC1CCCC(C)N1/N=C/c1c[nH]c2ccc(Br)cc12 (configuration not stated)	-13	-11	5	0.98	-7	-4	12	15
O=S(=O)(NC1CCCCCCC1)OCC(Cl)(Cl)Cl	-9	1	10	0.82	-11	2	6.1	12
Cc1ccccc1C(=O)N1CC1C (configuration not stated)	x	3	10	x	0	3	-1.5	17
COC(=O)C1=C(c2ccccc2)C[C@@H]2CC[C@H]1N2C(=O)NCCS(C)=O (some centres not stated)	-6	-11	7	0.86	2	3	-1.4	10
O=S(=O)(O)C(=Cc1ccccc1)c1ccccc1 (tested in a mixture with another compound)	x	-12	12	x	1	-1	-0.8	-2
Cc1ccc(C2(O)CCN3CCCCC32)cc1 (configuration not stated)	-23	-5	-20	1.1	0	3	-0.9	20
CCOC(=O)[C@]12Cc3ccccc3[C@H]1N(Cc1ccccc1)C(=O)c1ccccc12	x	7	1	x	-1	0	-0.9	14
CCOC(=O)CSc1ccc(C(=O)N2CCC3(CC2)OCCO3)cc1[N+](=O)[O-]	11	-6	-6	1.1	-1	1	0.3	17
O=c1[nH]c(=O)n(Cc2ccco2)c(O)c1C=NCc1ccco1	1	-13	12	0.92	-1	-5	-1.9	8
O=c1cc(CN2CCNCC2)nc2sccn12	-19	-2	21	1.1	1	4	1.1	4
CC(C)(C)NC(=O)Cn1cc(C(=O)c2ccccc2F)c2ccccc21	-14	-8	4	0.95	3	1	1.2	5
COc1ccc(Cc2nccc3cc(OC)c(OC)cc23)cc1OC	64*	0	3	1	-3	1	36	55*
Cc1cc(C)c2c(c1)NP(=S)(c1ccccc1)N2 (configuration not stated)	x	-18	64*	x	-9	-2	0.5	6
O=[N+]([O-])/C(Cl)=C1\NCCN1Cc1ccc(Cl)nc1	-10	-38	1	0.94	0	-2	0.4	17
Clc1ccc(OCC#CCN2CCOCC2)cc1	2	-4	7	0.94	-1	-1	0.3	0
CCCCn1c(=O)c(C(=O)Nc2cnccn2)c(O)c2ccccc21	-4	-6	9	0.82	4	-1	0.0	-295
COc1cccc(-c2nc3ccc(N4CCN(C)CC4)cc3[nH]2)c1	27	-9	64*	0.77	-1	-6	0.7	-416
CN1CC[C@]23c4c5ccc(OC6OC(C(=O)O)[C@@H](O)C(O)[C@H]6O)c4OC2C(O)C=CC3[C@H]1C5 (some centres not stated)	-18	1	-12	0.96	0	2	-0.2	14

Bioassay records (PubChem)

These rows are one share of the data; the hit share may differ from the screen's.
